CBFb RUNX1 block: qHTS Assay for Compounds Blocking the Interaction Between CBF-beta and RUNX1 for the Treatment of Acute Myeloid Leukemia | AID 1477, 2009 | Potency, µM (doses to about 59.8 µM), for the others: at the highest dose activity, negative = inhibition, hits mostly inhibitors | Runt-related transcription factor 1 (Homo sapiens) + Core-binding factor subunit beta … | 230,000 tested, under 10 active | AlphaScreen CBFb-His/RUNX1-biotin binding, biochemical; note: % of control where 0% means no effect
Target sequence (Q01196 whole entry, looked up): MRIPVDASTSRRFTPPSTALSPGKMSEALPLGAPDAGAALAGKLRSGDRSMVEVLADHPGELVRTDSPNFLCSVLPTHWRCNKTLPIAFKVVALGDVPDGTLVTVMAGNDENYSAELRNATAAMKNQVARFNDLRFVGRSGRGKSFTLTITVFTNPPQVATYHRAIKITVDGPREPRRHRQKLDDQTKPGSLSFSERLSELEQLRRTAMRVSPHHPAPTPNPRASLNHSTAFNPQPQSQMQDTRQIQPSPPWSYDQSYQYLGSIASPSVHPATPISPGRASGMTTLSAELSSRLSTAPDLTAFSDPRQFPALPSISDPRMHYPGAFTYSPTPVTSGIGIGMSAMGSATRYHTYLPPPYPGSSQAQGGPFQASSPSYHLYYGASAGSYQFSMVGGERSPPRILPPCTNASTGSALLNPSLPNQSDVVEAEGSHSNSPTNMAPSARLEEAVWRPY
Target sequence (Q13951 whole entry, looked up): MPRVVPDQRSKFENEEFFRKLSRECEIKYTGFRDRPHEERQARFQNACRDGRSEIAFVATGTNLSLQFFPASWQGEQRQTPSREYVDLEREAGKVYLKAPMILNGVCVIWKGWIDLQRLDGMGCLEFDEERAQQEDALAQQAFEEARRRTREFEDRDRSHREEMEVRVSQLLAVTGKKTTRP
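Read-out: AlphaScreen. Format: His-CBF-beta with biotinylated RUNX1 (30 nM each) preincubated 20 min, compound 15 min, Ni-chelate plus streptavidin beads 90 min; room temperature throughout.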
Tau fluor counter: Counterscreen qHTS for Inhibitors of Tau Fibril Formation, Fluorescence Polarization; tau K18 P301L Alexa594 fluorescence, heparin fibrillization; Potency, µM (titrated, usually from 57.7 µM), inactives show at the top dose activity change, negative = decrease; 280,000 tested, 0.93% active; note: potency is the fitted concentration of half-maximal effect; % is set by controls: 0 for no effect and ±100 for the full control effect; nearly all actives have a fitted effect of over 55% in size
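Human tau K18 P301L (15 uM unlabeled, 0.24 uM Alexa 594-labeled) in 100 mM sodium acetate pH 7 with 20 uM heparin, 6 hr at 37 C. ThT 30 uM added, 1 hr ambient; Alexa 594 FP and total fluorescence read at 555/632 nm.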
Epigenetic derep: Quantitative High-Throughput Screen for Regulators of Epigenetic Control; murine LDR cells, GFP reporter derepression, 30 h; Potency, µM (doses to about 53.9 µM), without a hit: at the top dose GFP activation, usual class: activators; 280,000 tested, 0.2% active; note: potency is the fitted concentration of half-maximal effect; % of control where 0% means no effect; nearly all actives have a fitted effect of over 60% in size
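GFP-positive cell count by laser-scanning cytometry (objects 20–120 um) after 30 h, 37 C compound exposure of murine LDR cells; reporter is CMV-GFP integrated at a silenced locus, inducible by HDAC or DNMT inhibitors.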
TR SRC2 fluor cs: Total Fluorescence Counterscreen for Inhibitors of the Interaction of Thyroid Hormone Receptor and Steroid Receptor Coregulator 2. 280,000 tested, 0.29% active. AID 1479, 2009. Potency, µM (top dose mostly 106 µM), inactives show at the highest dose fluorescence change, negative = quenching. TRb/SRC2 Texas Red total fluorescence interference; active = well fitted curve in either direction with a large enough effect; inconclusive = small, poorly fitted or top-dose-only effect; note: potency is the fitted concentration of half-maximal effect; % is set by controls: 0 for no effect and ±100 for the full control effect
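Human TRb ligand-binding domain at 0.6 uM with 20 nM Texas Red SRC2 peptide in Tris buffer containing 1 uM T3 and 5% DMSO, incubated with compound 5 h at ambient temperature. Total fluorescence (555/632 nm) calculated as parallel + 2 × perpendicular.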
TRb-SRC2 inh: qHTS for Inhibitors of the Interaction of Thyroid Hormone Receptor and Steroid Receptor Coregulator 2; 280,000 tested, 0.065% active; TRbeta-SRC2 peptide binding, fluorescence polarization; receptor liganded with 1 µM T3; Potency, µM (series often up to 106 µM), inactives show at the highest dose activity change, negative = inhibition, hits mostly inhibitors; AID 1469, 2008; Thyroid hormone receptor beta (Homo sapiens), P10828;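 note: potency is the fitted concentration of half-maximal effect; plate controls were bound peptide for no effect and peptide without receptor for full effect; nearly all actives have a fitted effect of over 50% in size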
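TRb LBD 0.6 uM + Texas Red SRC2 peptide 20 nM, 1 uM T3, Tris buffer w/ 5% DMSO; compound pinned, 5 h RT; FP read ex 555/em 632; normalized to unbound and bound controls.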
GLA spleen mod: qHTS Assay for Inhibitors and Activators of Human alpha-Galactosidase From Spleen Homogenate | AID 2107, 2009 | Potency, µM (doses to about 80 µM), for the others: at the top dose activity change, negative = inhibition, hits mostly inhibitors | Alpha-galactosidase A (Homo sapiens), P06280 | human spleen homogenate, 4MU-alpha-Gal fluorescence, 40 min | 240,000 tested, 0.008% active;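 note: potency is the fitted concentration of half-maximal effect; 0% = enzyme with vehicle and -100% = no enzyme basal signal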
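Fluorogenic readout (Ex 365/Em 440 nm) of 4-methylumbelliferone released from 1 mM 4-MU-alpha-galactoside by spleen homogenate, 40 min at 37C, pH 5.0. Data normalized to no-enzyme and enzyme controls; Hill-equation AC50 from compound titrations.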
Tau FP inhib: qHTS for Inhibitors of Tau Fibril Formation, Fluorescence Polarization. K18 P301L tau heparin fibrillization, Alexa594 FP, 6 h. AID 1468, 2008. 280,000 tested, 0.39% active. Potency, µM (series often up to 57.7 µM), inactives show top-dose activity, negative = inhibition, hits mostly inhibitors; note: potency is the fitted concentration of half-maximal effect; % is set by controls: 0 for no effect and ±100 for the full control effect; nearly all actives have a fitted effect of over 55% in size
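Human tau K18 […] P301L fragment, 15 uM unlabeled plus 0.24 uM Alexa 594-labeled tau (final), with compound and 20 uM heparin in 100 mM sodium acetate pH 7; 6 hr at 37 C, then Alexa 594 FP read.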
NPSR antagonist: qHTS Assay for Antagonists of the Neuropeptide S Receptor: cAMP Signal Transduction | Q6W5P4 | CHO-NPSR cells, cAMP TR-FRET, antagonist mode | Potency, µM (highest dose often 38.3 µM), for the others: at the top dose activity change, negative = inhibition, usual class: inhibitors | 220,000 tested, 1% active | AID 1461, 2008; note: potency is the fitted concentration of half-maximal effect; % is set by controls: 0 for no effect and ±100 for the full control effect; nearly all actives have a fitted effect of over 50% in size; many of its hits are not listed in these tables
Target sequence (Q6W5P4 whole entry, looked up): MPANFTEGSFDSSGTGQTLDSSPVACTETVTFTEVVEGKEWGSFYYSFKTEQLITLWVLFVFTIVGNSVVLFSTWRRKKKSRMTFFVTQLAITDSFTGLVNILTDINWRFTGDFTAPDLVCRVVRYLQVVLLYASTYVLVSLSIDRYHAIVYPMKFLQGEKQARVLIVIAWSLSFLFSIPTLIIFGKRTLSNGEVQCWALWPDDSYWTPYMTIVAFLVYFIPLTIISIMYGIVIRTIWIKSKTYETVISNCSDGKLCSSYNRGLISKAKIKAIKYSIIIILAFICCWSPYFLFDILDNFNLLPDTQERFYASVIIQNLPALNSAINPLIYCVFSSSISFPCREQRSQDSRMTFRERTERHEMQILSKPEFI
The depositor's hits bear a star; u = inconclusive; x = no result given; & = joins results of further samples; [ ] = remark or other dose. Unless noted, calls come from the whole dose curve; as a rule, active = well fitted curve in the direction sought with a large enough effect; inconclusive = small, poorly fitted or top-dose-only effect, or another doubt; inactive = no such curve, though single readings can be large; an effect the other way counts as inactive or inconclusive. This is a subset; count on the stated rates, not on these rows.

canonical_smiles,CBFb RUNX1 block,Tau fluor counter,Epigenetic derep,TR SRC2 fluor cs,TRb-SRC2 inh,GLA spleen mod,Tau FP inhib,NPSR antagonist
CC(=O)OCCCNc1cc(Sc2ccc(Cl)cc2)c2nonc2c1[N+](=O)[O-],0%,u,0.0%,7%,-1%,4%,u,u
O=c1nc(-c2ccccc2)cn[nH]1,0%,0%,0.0%,-5%,-10%,-4%,2%,-9%[46.1 µM]
Fc1cccc(Cl)c1CSc1nnc2ccccn12,u,-21%,0.9%,-6%,-9%,-5%,-3%,8%
COc1ccc(CCNC(=O)C23CCC(C)(C(=O)O2)C3(C)C)cc1OC (stereo not given),-5%,4%,9.6%,0%,-1%,8%,2%,12%
Cc1ccc(NC(=O)c2ccc(Nc3ccccc3F)nc2)cc1,3%,-16%,0.0%,-9%,-1%,9%,1%,10%
N#Cc1c(-c2cccs2)nc(SCC(=O)c2cccs2)[nH]c1=O,-5%,-4%,-2.3%,-1%,1%,2%,-5%,-6%[46.1 µM]
O=C(OCc1cc2ccccc2[nH]c1=O)c1ccccn1,0%,-6%,-4.9%,0%,7%,-3%,-2%,-28%[7.67 µM]
Cc1noc(-c2ccc(-c3noc(-c4ccc([N+](=O)[O-])c(C)c4)n3)cc2)n1,x,-3%,0.0%,-1%,-8%,x,-14%,x

(further entries)
canonical_smiles,CBFb RUNX1 block,Tau fluor counter,Epigenetic derep,TR SRC2 fluor cs,TRb-SRC2 inh,GLA spleen mod,Tau FP inhib,NPSR antagonist
Clc1ccccc1OCc1nn2c(-c3ccncc3)nnc2s1,0%,-3%,-0.8%,0%,-10%,-3%,-5%,8%[46.1 µM]
COC(=O)c1ccccc1NC(=O)CCn1nc(C)c2c(C)n(-c3ccccc3)nc2c1=O,x,8%,-0.8%,-2%,-4%,x,2%,x
COc1cc([N+](=O)[O-])ccc1NC(=O)CCN1C(=O)C2C3CCC(C3)C2C1=O (stereo not given),5%,-1%,0.0%,-1%,10%,-5%,3%,1%
Cc1ccc(C(=O)OCC(=O)NC2CCCCC2)s1,9%,8%,-3.1%,-1%,6%,-2%,16%,1%
CCN(CC(=O)Nc1ccc2c(c1)OCO2)Cc1nc2ccccc2c(=O)[nH]1,4%,-5%,0.2%,0%,-6%,5%,1%,-8%[46.1 µM]
CC(=O)c1csc(COc2ccccc2)n1,8%,2%,1.1%,-7%,-5%,-7%,3%,-14%
CCOC(=O)OC(C)OC(=O)C1N2C(=O)C(NC(=O)C(N)c3ccccc3)C2SC1(C)C (stereo not given),x,-2%,0.0%,u,-15%,29%,1%,x
Cc1ccc(-c2nc3cc(N)ccc3o2)c(C)c1,6%,-28%,-5.0%,-3%,8%,14%,9%,11%[46.1 µM]

(cont.)
canonical_smiles,CBFb RUNX1 block,Tau fluor counter,Epigenetic derep,TR SRC2 fluor cs,TRb-SRC2 inh,GLA spleen mod,Tau FP inhib,NPSR antagonist
COC(=O)COC(=O)CC(CC(N)=O)c1ccccc1 (stereo not given),3%,5%,-2.3%,-2%,-6%,2%,0%,-3%[46.1 µM]
Cc1ccc(NC(=O)COC(=O)c2ccccc2Cl)cc1S(=O)(=O)N(C)C,11%,-29%,-0.7%,0%,-5%,-2%,-15%,-18%
Cc1nc2cc(C(=O)N3c4ccccc4CC3C)ccc2s1 (stereo not given),4%,-15%,1.0%,-2%[53 µM],13%[53 µM],1%,-5%,43%
NC(=O)C1CCCNC1 (stereo not given),3%,2%,-1.8%,-1%,0%,-9%,6%,6%
O=C(CN1C(=O)COc2ccc(S(=O)(=O)N3CCCCC3)cc21)NCCc1ccc(Cl)cc1,x,-21%,2.1%,-2%,-3%,x,1%,x
O=C1C(C2=NC(C(=O)O)C3C(=O)N(c4ccccc4)C(=O)C23)=C(O)c2ccccc21 (stereo not given),5%,-6%,-1.5%,1%,-6%,-21%,-5%,-18%[46.1 µM]
O=C(NCc1ccc2c(c1)OCO2)C1CCN(c2ccc(S(=O)(=O)N3CCCC3)cc2)CC1,18%,-17%,-4.6%,0%,-3%,6%,9%,-12%[46.1 µM]
CCOc1ccc(Oc2nc(NCC(C)C)nc(OC)n2)nn1,12%,1%,0.0%,0%,-13%,3%,-4%,9%[46.1 µM]

New compounds follow:
canonical_smiles,CBFb RUNX1 block,Tau fluor counter,Epigenetic derep,TR SRC2 fluor cs,TRb-SRC2 inh,GLA spleen mod,Tau FP inhib,NPSR antagonist
CCCCNC(=O)c1cc2n(n1)CCCN(Cc1ccc(C)cc1)C2=O,x,-3%,u,0%,3%,x,-7%,x
O=C(NC1CCCCC1)N1CCc2[nH]c3ccccc3c2C1,4%,-25%,3.8%,-1%,3%,4%,6%,-26%[46.1 µM]
O=C(Nc1ccc(C(F)(F)F)cc1)C1CC(=O)N(c2ccc3c(c2)OCCO3)C1 (stereo not given),0%,-12%,-1.2%,-6%,-10%,1%,-10%,-7%[46.1 µM]
O=c1c(Cl)c(N2CCN(c3ccc(F)cc3)CC2)cnn1-c1nc2ccccc2s1,3%,-8%,-1.0%,-1%,-6%,-5%,-1%,-5%
COc1ccc(C(=O)N(Cc2ccco2)Cc2ccco2)cc1,x,-2%,1.5%,1%,-4%,x,1%,x
C/C(CC1CC(COCCC(C)C)OC1=O)=N\NC(N)=S (stereo not given),2%,2%,-2.7%,-2%,-7%,-10%,2%,-3%[46.1 µM]
Cc1ccc(C(C)C)cc2c(C)ccc1-2,x,-15%,-1.4%,-1%&0%,1%&2%,1%,4%,x
CN(C)c1ccc(-c2noc(C3CC(=O)N(c4ccc5c(c4)OCCO5)C3)n2)cc1 (stereo not given),x,-25%,2.5%,-4%,-4%,x,u,x

More records
canonical_smiles,CBFb RUNX1 block,Tau fluor counter,Epigenetic derep,TR SRC2 fluor cs,TRb-SRC2 inh,GLA spleen mod,Tau FP inhib,NPSR antagonist
CC1CCN(c2ccc(C(=O)N3CCOCC3)cc2[N+](=O)[O-])CC1,-11%,0%,-1.3%,1%,-2%,-5%,2%,-12%[46.1 µM]
Cc1cccc(-n2c(=O)c3c4c(sc3n3cnnc23)CCCC4)c1,x,-2%,-1.5%,-2%,8%,x,-3%,x
Cc1cccc(NC(=O)c2ccco2)c1C(=O)O,6%,-7%,0.5%,-1%,-6%,3%,0%,-11%
COc1cccc(C(=O)COc2cccc(NC(=O)c3cccc([N+](=O)[O-])c3)c2)c1,-13%,14µM*[quencher],0.0%,-7%,2%,-1%,7%,-15%[46.1 µM]
O=C1[C@H]2[C@H]3[C@H](O)[C@H](O)C/C(=N/OCc4ccccc4)[C@H]3CC[C@@H]2C(=O)N1Cc1ccccc1,8%[13.1 µM],-11%[11.6 µM],-2.0%[10.1 µM],-26%[11.2 µM],5%[11.2 µM],11%[17.5 µM],5%[11.6 µM],x
Nc1ccc2c(c1)ncn2CCCn1cnc2cc(N)ccc21,-26%,-17%,0.0%,1%,3%,-8%,-15%,-11%[46.1 µM]
Cc1ccc(C(=O)NCC2CCCO2)cc1N1CCCC1=O (stereo not given),5%,0%,8.4%,2%,-22%,0%,0%,-6%[46.1 µM]
O=C(COC(=O)c1cccc(NC(=O)c2ccc(Br)cc2)c1)c1ccc(Cl)cc1,x,-18%,-1.2%,-4%,8%,x,u,x

Compound profiles, as listed above. Order of values: CBFb RUNX1 block | Tau fluor counter | Epigenetic derep | TR SRC2 fluor cs | TRb-SRC2 inh | GLA spleen mod | Tau FP inhib | NPSR antagonist
Shown for Cc1cccc(-n2c(=O)c3c4c(sc3n3cnnc23)CCCC4)c1 → x | -2% | -1.5% | -2% | 8% | x | -3% | x
Shown for Cc1ccc(C(=O)NCC2CCCO2)cc1N1CCCC1=O (stereo not given) → 5% | 0% | 8.4% | 2% | -22% | 0% | 0% | -6%[46.1 µM]
Shown for Nc1ccc2c(c1)ncn2CCCn1cnc2cc(N)ccc21 → -26% | -17% | 0.0% | 1% | 3% | -8% | -15% | -11%[46.1 µM]
Shown for Cc1cccc(NC(=O)c2ccco2)c1C(=O)O → 6% | -7% | 0.5% | -1% | -6% | 3% | 0% | -11%
Shown for COc1cccc(C(=O)COc2cccc(NC(=O)c3cccc([N+](=O)[O-])c3)c2)c1 → -13% | 14µM*[quencher] | 0.0% | -7% | 2% | -1% | 7% | -15%[46.1 µM]

The list continues.
canonical_smiles,CBFb RUNX1 block,Tau fluor counter,Epigenetic derep,TR SRC2 fluor cs,TRb-SRC2 inh,GLA spleen mod,Tau FP inhib,NPSR antagonist
COc1ccc(Cl)cc1C(=O)NC(C)C,4%,4%,1.7%,0%,-1%,-1%,4%,16%
CC(=O)OCC(=O)C1(O)CCC2C3CCC4=CC(=O)C=CC4(C)C3C(O)CC21C (stereo not given),-1%,-7%,5.9%,0%,-2%,5%,-4%,-12%
CCN(c1ccccc1)S(=O)(=O)c1nnc(NC(=O)COc2ccc(OC)cc2)s1,x,-9%,u,u,-15%,x,-1%,x
CC(=O)N(c1ccc2oc(=O)sc2c1)S(=O)(=O)c1ccccc1,-18%,-16%,-1.1%,-3%,-2%,-6%,-11%,u
CC(C)c1ccc(C2NC(=O)c3c(sc4c3CCN(C)C4)N2)cc1 (stereo not given),x,-8%,-0.6%,3%,-1%,x,-7%,x
O=C(NCCCc1ccccc1)c1cccc([N+](=O)[O-])c1,1%,-19%,0.1%,1%,-5%,-1%,7%,-18%
Cc1cc(-c2nnc(CCC(=O)N3CCN(Cc4cccnc4)CC3)o2)c(C)o1,0%,4%[2.34 µM],-2.2%,9%,-3%,3%,2%,-1%
